# miR-122 sensor: miR-122 inhibition in Huh7 cells | Huh7 miR-122 Renilla luciferase sensor, 48 h; neutral wells = 0, positive control = 100 | AID 602342 | hit rate 0.3% among 340,000 | activation (reporter increase), % at 12.5 µM;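 active = mean replicate activation score at least 90 and every replicate individually at or above 90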;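 note: higher luciferase means less miR-122 activity so hits act as miR-122 inhibitors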
# Cneo AK release: Cryptococcus neoformans lysis via adenylate kinase release; C. neoformans lysis, adenylate kinase release luminescence, 4 h; normalised: neutral wells 0, clomiphene wells 100; lysis activity, % at 15 µM; hit rate 0.2% among 360,000;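 active = mean lysis activity across replicates of at least 80%, whatever share of replicates individually reach that level; inactive = mean lysis activity below 80%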
#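 Schedule: static 4 h at 37 °C with compound, 1 h detection; system: C. neoformans cells; benchmarks: Clomiphene as positive control; buffer or medium: fresh YPD medium; measure: luminescence rise reflecting yeast cell lysis; measured by: luminescent adenylate kinase detection reagent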
# FN deposition inh: fibronectin deposition inhibition; hit rate 0.086% among 350,000; AH1F fibroblasts, Alexa488-fibronectin deposition fluorescence, overnight; inhibition, % at 12.6 µM;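 active = mean inhibition across replicates of 30% or more, regardless of how many single replicates reach that level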;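 note: positive control wells lacked labelled fibronectin entirely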
#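 Assay system: AH1F fibroblasts / Quantity: 10000 cells per well / Medium: DMEM plus 2% serum, read in PBS / Reagent: labelled fibronectin 24 nM / Dosing: single dose, pinned / Times: 1 h cell attachment, overnight exposure to compound and label / Signal: fluorescence, ex 485 nm, em 525 nm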
# PAX8 inh HTS: PAX8 transcriptional activity inhibition; RMG-I TPO-luciferase reporter, SteadyGlo, 24 h; inhibition, % at 12.6 µM; hit rate 1.2% among 360,000;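 active = mean replicate inhibition at least 60% with every replicate also reaching 60%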;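 note: luciferase light reporting Pax8 driven TPO promoter activity; plate controls were median of neutral control wells for no effect and mitoxantrone controls for full effect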
# LGR2 antag: blocks bursicon-induced cAMP signaling via Drosophila LGR2 | HEK293 LGR2, CRE-luciferase, bursicon-stimulated, 4 h | inhibition, % at 9.99 µM | hit rate 0.35% among 380,000 | AID 720647;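 active = drop in luminescence signal, shown as inhibition above about 50% in the replicate tests, limit read from the data, passing the limit was not always enough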;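 note: agonist challenge used bursicon conditioned medium at about half maximal strength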
# EWS-Fli block: blocks EWS/Fli oncoprotein-driven transcription. A673 NR0B1-luciferase reporter, viability-normalised. inhibition, % at 12.6 µM. hit rate 0.67% among 350,000. AID 651661;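 active = mean inhibition of at least 50% after viability correction, with every replicate also passing that limit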;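 note: firefly luciferase signal divided by Alamar Blue viability fluorescence both relative to DMSO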
# PGC1a acetyl inh: modulators of PGC1a acetylation; inhibition, % at 15.6 µM; U2OS PGC1a acetylation, AlphaScreen anti-acetyl-lysine; with virally co-expressed GCN5 acetyltransferase; hit rate 0.17% among 350,000; AID 651687;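 active = every replicate shows inhibition of at least 40%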;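 note: 0% = neutral control wells and 100% = positive control wells; some results beyond the cut were filed as inactive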
# Casp6 inh: blocks human caspase-6 cleavage activity | P55212 | purified caspase-6, Z-VEID-R110 cleavage fluorescence | inhibition, % at 12.5 µM | hit rate 0.53% among 350,000 | AID 686996;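 active = mean inhibition across replicates at least about 35%, with every replicate also reaching that limit, limit read from the data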;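 note: 0% = median of neutral control wells and 100% = no fluorescence left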
# Target sequence (P55212 24-179 limits assumed): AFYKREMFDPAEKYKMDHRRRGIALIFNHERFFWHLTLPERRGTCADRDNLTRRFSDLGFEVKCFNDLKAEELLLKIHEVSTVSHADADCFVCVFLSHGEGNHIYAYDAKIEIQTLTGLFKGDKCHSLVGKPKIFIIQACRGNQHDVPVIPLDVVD
# Target sequence (P55212 194-293 limits assumed): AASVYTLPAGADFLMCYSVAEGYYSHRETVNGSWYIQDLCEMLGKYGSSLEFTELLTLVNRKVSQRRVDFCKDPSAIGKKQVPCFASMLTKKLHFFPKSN
# * = called active by the depositor; . = no result given; [ ] = remark or other dose.
SMILES,miR-122 sensor,Cneo AK release,FN deposition inh,PAX8 inh HTS,LGR2 antag,EWS-Fli block,PGC1a acetyl inh,Casp6 inh
CC(=O)Nc1ccc(S(=O)(=O)N(C)c2ccc(OCC(=O)OCC(=O)Nc3ccc(OC(F)F)cc3)cc2)cc1,-23,-1,7,-3,13,-5,26,2
O=C(Nc1ccc(C(F)(F)F)cc1)Nc1ccc2c(c1)[C@@H]1C[C@H](CC(=O)N3CCc4ccccc4C3)O[C@@H](CO)[C@@H]1O2,0[16.7 µM],-7,-8,-7,3,12,-10,1
CCc1ccccc1NC(=O)CN(C)S(=O)(=O)c1ccc(-c2ccc(=O)[nH]n2)s1,-5,-2,3,3,-5,11,-2,4
NC(=O)c1ccsc1NC(=O)c1ccc([N+](=O)[O-])o1,-12,2,10,89*,-22,58*,7,31
CCN(CC)S(=O)(=O)c1ccc(N2CCN(c3ccccc3OC)CC2)c(N)c1,-7,2,-1,11,20,5,-4,0
CC(C)c1nnc(NC(=O)C2CCN(c3nc4ccccc4s3)CC2)s1,.,-4,-1,.,-2,.,-1,.
Cc1ccc(-c2ccc(CN3C(C)C(=O)N(Cc4cn(CCC5OCCCO5)nn4)CCS3(=O)=O)cc2)cc1 (configuration not stated),2,-2,2,-12,7,-9,-4,1
CCN=C1S/C(=C\c2ccc(N3CCOCC3)cc2C)C(=O)N1CC,.,.,3,-19,-15,-30,.,1
COc1ccc2c(c1)C(=O)C(=O)N2CC1COc2ccccc2O1 (configuration not stated),-2,3,-1,17,-5,25,9,1
Cc1ccc(/C=C2\SC(=S)N(CCCC(=O)NNC(=O)c3ccccc3O)C2=O)cc1,2,-1,10,64*,1,82*,5,-6
COc1ccc(/C=C/C(=O)NCC(=O)N/N=C(/CCC(=O)O)c2ccccc2)cc1,-5,-1,1,-6,-11,0,7,0
Cc1cc(NC(=O)COC(=O)c2ccccc2Cl)no1,2,3,3,-11,-5,1,-9,-1

# Ordered by the number under miR-122 sensor (smallest number first): three from the list above.
molecule,miR-122 sensor
CC(=O)Nc1ccc(S(=O)(=O)N(C)c2ccc(OCC(=O)OCC(=O)Nc3ccc(OC(F)F)cc3)cc2)cc1,-23
CCc1ccccc1NC(=O)CN(C)S(=O)(=O)c1ccc(-c2ccc(=O)[nH]n2)s1,-5
COc1ccc2c(c1)C(=O)C(=O)N2CC1COc2ccccc2O1 (configuration not stated),-2

# One compound at a time, as listed above:
# COc1ccc(/C=C/C(=O)NCC(=O)N/N=C(/CCC(=O)O)c2ccccc2)cc1 reads miR-122 sensor = -5; Cneo AK release = -1; FN deposition inh = 1; PAX8 inh HTS = -6; LGR2 antag = -11; EWS-Fli block = 0; PGC1a acetyl inh = 7; Casp6 inh = 0
# NC(=O)c1ccsc1NC(=O)c1ccc([N+](=O)[O-])o1 reads miR-122 sensor = -12; Cneo AK release = 2; FN deposition inh = 10; PAX8 inh HTS = 89*; LGR2 antag = -22; EWS-Fli block = 58*; PGC1a acetyl inh = 7; Casp6 inh = 31
# CCc1ccccc1NC(=O)CN(C)S(=O)(=O)c1ccc(-c2ccc(=O)[nH]n2)s1 reads miR-122 sensor = -5; Cneo AK release = -2; FN deposition inh = 3; PAX8 inh HTS = 3; LGR2 antag = -5; EWS-Fli block = 11; PGC1a acetyl inh = -2; Casp6 inh = 4

# Some values from above.
# Reading of `CC(C)c1nnc(NC(=O)C2CCN(c3nc4ccccc4s3)CC2)s1` under Cneo AK release: -4
# Reading of `Cc1cc(NC(=O)COC(=O)c2ccccc2Cl)no1` under miR-122 sensor: 2
# Reading of `COc1ccc2c(c1)C(=O)C(=O)N2CC1COc2ccccc2O1` (configuration not stated) under Cneo AK release: 3
